VHR inh abs: DUSP3 (human) phosphatase inhibition; recombinant VHR phosphatase, pNPP absorbance; actives 0.52% (n = 290,000); inhibition, % at 13.3 µM; in the data active = inhibition above about 50%; note: some compounds called inactive have numbers as strong as hits
Target sequence (P51452 whole entry, looked up): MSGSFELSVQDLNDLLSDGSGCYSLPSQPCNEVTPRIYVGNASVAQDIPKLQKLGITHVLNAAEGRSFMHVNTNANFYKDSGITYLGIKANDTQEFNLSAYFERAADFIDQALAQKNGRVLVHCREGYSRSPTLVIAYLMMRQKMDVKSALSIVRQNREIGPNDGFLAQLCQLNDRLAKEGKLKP
3CLpro inhibitor: SARS-CoV 3CLpro protease inhibition; P0C6X7; recombinant SARS-CoV 3CLpro, quenched FRET peptide cleavage; inhibition, % at 6 µM; actives 0.14% (n = 290,000); in the data active = inhibition above about 12%
PriA SSB inh: blocks PriA binding to SSB C-terminal tail; AID 1272365; AlphaScreen SSBct-PriA binding, biotinylated peptide; inhibition, % at 33 µM; actives 0.6% (n = 430,000); in the data active = inhibition mostly above about 37%, no sharp cut-off; inactive = mostly below about 20%;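 note: plate controls were negative control peptide for no effect and reference peptide for full effect; strong numbers were not always called active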
Mtb BioA inh: BioA (M. tuberculosis) enzyme inhibition; purified M. tuberculosis BioA enzyme, plate reader; inhibition, % at 9.99 µM; actives 0.096% (n = 360,000); AID 602481; in the data active = inhibition above about 40%
Vc quorum ag: induces V. cholerae light production without autoinducers; V. cholerae BH1578 lux reporter, luminescence, 6 h; activation, % at 18.7 µM; AID 588436; actives 0.16% (n = 350,000); in the data active = activation mostly above about 9.7%, no sharp cut-off; note: not every result past the cut was called active; inactives centre near 0; reference of the scale not given here
Mtb FBA inh: Mtb fructose-bisphosphate aldolase inhibition | P9WQA3 | purified M. tuberculosis FBA, fluorescence read-out | inhibition, % at 1 µM | actives 2.3% (n = 360,000); in the data active = inhibition above about 27%;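 note: 0% = vehicle and 100% = reference inhibitor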
GDH-TPI counter: inhibits GDH-TPI coupling enzymes, artifact for Mtb FBA screen. GDH-TPI coupled enzyme counterscreen, NADH absorbance. inhibition, % at 4.8 µM. actives 1.2% (n = 360,000). AID 588335; in the data active = inhibition above about 30%;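 note: 0% = DMSO wells and 100% = wells lacking the enzyme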
Rv3671c protease: inhibitors of M. tuberculosis serine protease Rv3671c; AID 2606; P9WHR9; actives 0.048% (n = 320,000); inhibition, % at 5.96 µM; in the data active = inhibition above about 38%;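 note: extracellular domain of Rv3671c used as enzyme; 0% = enzyme with DMSO and 100% = no enzyme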
Target sequence (P9WHR9 whole entry, looked up, the tested form may be a part): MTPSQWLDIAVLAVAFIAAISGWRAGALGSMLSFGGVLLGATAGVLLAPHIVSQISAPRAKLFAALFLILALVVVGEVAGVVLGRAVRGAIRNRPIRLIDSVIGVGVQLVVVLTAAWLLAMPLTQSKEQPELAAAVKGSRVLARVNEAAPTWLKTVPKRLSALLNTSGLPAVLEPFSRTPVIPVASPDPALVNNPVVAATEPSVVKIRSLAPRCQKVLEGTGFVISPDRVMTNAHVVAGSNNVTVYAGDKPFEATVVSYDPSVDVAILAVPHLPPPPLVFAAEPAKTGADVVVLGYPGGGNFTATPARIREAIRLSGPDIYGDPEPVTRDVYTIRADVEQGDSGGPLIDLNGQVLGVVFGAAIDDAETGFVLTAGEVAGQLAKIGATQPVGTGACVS
MazF activator: activators of E. coli MazEF toxin-antitoxin RNase; activation, % at 20 µM; actives 0.32% (n = 350,000); P0AE70; FAM/BHQ RNA-DNA oligo cleavage fluorescence, 5 h; in the data active = activation above about 50%
Target sequence (P0AE70 whole entry, looked up): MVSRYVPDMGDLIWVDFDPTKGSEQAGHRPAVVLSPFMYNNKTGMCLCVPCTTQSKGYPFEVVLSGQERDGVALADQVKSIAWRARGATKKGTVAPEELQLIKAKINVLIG
UGM FP inh: blocks M. tuberculosis UGM enzyme | P9WIQ1 | purified UGM, fluorescence polarization probe displacement | inhibition, % at 10 µM | actives 0.06% (n = 320,000); in the data active = inhibition above about 10%, passing the limit was not always enough
Target sequence (P9WIQ1 whole entry, looked up): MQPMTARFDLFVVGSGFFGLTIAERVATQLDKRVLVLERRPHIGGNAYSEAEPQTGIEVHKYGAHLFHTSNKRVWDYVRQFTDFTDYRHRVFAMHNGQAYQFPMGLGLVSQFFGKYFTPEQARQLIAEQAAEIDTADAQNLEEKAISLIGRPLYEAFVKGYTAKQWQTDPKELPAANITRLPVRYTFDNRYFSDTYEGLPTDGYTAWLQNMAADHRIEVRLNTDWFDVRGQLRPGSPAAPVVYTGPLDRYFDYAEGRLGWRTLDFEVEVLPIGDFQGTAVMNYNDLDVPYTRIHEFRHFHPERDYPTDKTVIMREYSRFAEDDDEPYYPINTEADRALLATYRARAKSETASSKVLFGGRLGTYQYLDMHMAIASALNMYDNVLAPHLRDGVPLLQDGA
* = called active by the depositor; i = inactive; . = no result given. These rows are one share of the data (hit frequency here may not be typical).

SMILES	VHR inh abs	3CLpro inhibitor	PriA SSB inh	Mtb BioA inh	Vc quorum ag	Mtb FBA inh	GDH-TPI counter	Rv3671c protease	MazF activator	UGM FP inh
O=S(=O)(Nc1ccccn1)c1cccc(S(=O)(=O)c2ccc(Br)cc2)c1	29.7	3.2	-1.4	-4.1	0.1	9.1	0.0	-2.1	-2.8	4.3
CC1SCC(NC(=O)c2ccc(Cl)cc2)CS1 (centres undefined)	12.5	-0.1	-4.2	0.4	i	1.2	-3.1	-0.3	4.7	-4.0
O=C(c1ccccc1)c1ccc(OCC(O)CNCc2ccc(F)cc2)cc1 (centres undefined)	15.5	0.5	-1.5	-0.7	10.0	0.8	6.9	.	-1.0	-5.1
NS(=O)(=O)c1ccc(CCNC(=O)CNC(=O)Cc2ccccc2)cc1	-5.7	2.7	-2.6	.	-0.4	4.1	-6.3	-6.8	-1.5	1.3
Nc1ccc(C(=O)N/N=C/c2cn(Cc3ccc(F)cc3)c3ccccc23)cc1	18.7	-1.0	.	0.3	i	1.9	32.8*	.	3.6	-4.9
COc1ccc(CN2C(=O)CSCC2=O)cc1OC	20.6	-2.2	0.1	-0.2	-1.8	0.0	-2.0	2.7	4.7	-0.9
COc1ccc(Cl)cc1C(=O)Nc1ccncc1	-28.8	-2.2	-4.7	-1.7	-1.9	4.1	9.4	1.8	-8.9	-0.8
CCC(=O)N1CCN(c2ccc(NC(=O)c3ccc([N+](=O)[O-])o3)cc2Cl)CC1	30.9	1.7	-0.9	.	-0.7	1.6	8.6	.	6.0	.
O=c1c2ccccc2c(C=Nc2ccc(Cl)cn2)c(O)n1-c1cc(Cl)ccc1N1CCOCC1	37.9	2.6	0.5	-1.8	i	-1.0	-6.4	-4.1	-0.2	1.7
Cc1cccc(NC(=O)CSc2ccc(-c3cccnc3)nn2)c1	33.9	-3.3	2.9	8.5	i	-1.4	4.9	-0.7	1.5	-0.6
O=C(COc1ccc(Cl)cc1Cl)NCCSc1ccc(Cl)cc1	22.8	-6.4	-16.7	-5.5	0.3	4.2	11.5	3.1	-4.4	1.3
COc1ccc(NC(=O)OCC(C)C)cc1OC	-20.6	-1.8	4.2	.	-0.3	0.5	3.8	15.7	-8.2	2.9
CCc1ccc(-c2cc3c(=O)n(CC(=O)NCCCN4CCN(C)CC4)ncn3n2)cc1	-3.6	0.6	5.0	.	i	4.5	3.0	-8.5	13.7	-2.4
Cc1ccc(C2(C)NC(=O)N(CC(=O)Nc3cc(C)on3)C2=O)cc1 (centres undefined)	14.7	-7.0	6.2	-0.2	-4.2	-0.4	-1.2	-4.5	-1.8	0.1
CCOC(=O)[C@H]1[C@H]2COc3ccc(OC)cc3[C@H]2N2C(=O)CN(Cc3ccccc3)C(=O)[C@@]12C	.	.	6.7	-0.3	-0.7	1.8	-1.4	.	5.5	.
Cc1ccc(/C=C/C(=O)NCCc2c[nH]c3ccccc23)o1	17.4	-0.7	7.2	.	-0.5	1.1	-5.0	7.2	-0.9	-0.1
COc1cc(C(=O)NC2CCCCC2)ccc1OC1CCN(C(C)=O)CC1	17.9	-0.5	-0.2	-0.5	i	0.0	-1.5	1.5	2.8	2.1
CCC(=O)Nc1cc(C(=O)NCC2CCCN2CC)c(OC)cc1N(C)C (centres undefined)	-30.8	-4.2	8.2	0.9	-0.2	0.8	3.8	-3.4	3.2	3.2
O=C(CSc1nnc(Cc2ccccc2)o1)c1cc(F)ccc1F	6.3	1.0	-9.6	.	-0.3	1.8	2.7	0.8	-27.5	0.5
O=C(N=C1SCC(=O)N1c1ccccc1Cl)c1ccccc1	6.7	1.8	-7.3	.	-0.5	-2.2	-1.9	.	-2.2	.
Cc1ccc(N2C(=O)c3ccccc3C2C(=O)c2cc(C)ccc2O)cc1 (centres undefined)	7.3	3.2	-11.1	-1.0	i	-6.9	4.0	-4.4	1.2	-0.1
C/C(=N\Nc1nnc2c3ccccc3n(C)c2n1)c1ccc(C)o1	10.5	-2.9	.	.	-0.3	-0.1	19.2	4.3	11.9	1.0
COc1cc(C)cc(CN2CC=C(c3ccccc3)CC2)c1O	3.5	4.3	16.5	.	-0.5	2.1	-1.0	-1.8	5.3	-1.9
COc1ccc(NS(=O)(=O)c2ccc(NS(=O)(=O)c3cccs3)cc2)cc1	26.3	4.2	1.5	0.4	-0.2	-0.6	-15.6	-0.3	10.8	2.6
CC(NC(=O)c1cccs1)c1ccc2c(c1)OCO2 (centres undefined)	6.3	-7.6	-16.0	.	-0.1	1.3	-1.9	6.3	1.0	1.0

Profiles, looked up by structure:
O=C(N=C1SCC(=O)N1c1ccccc1Cl)c1ccccc1 as listed: VHR inh abs: 6.7; 3CLpro inhibitor: 1.8; PriA SSB inh: -7.3; Mtb BioA inh: .; Vc quorum ag: -0.5; Mtb FBA inh: -2.2; GDH-TPI counter: -1.9; Rv3671c protease: .; MazF activator: -2.2; UGM FP inh: .
COc1ccc(Cl)cc1C(=O)Nc1ccncc1 as listed: VHR inh abs: -28.8; 3CLpro inhibitor: -2.2; PriA SSB inh: -4.7; Mtb BioA inh: -1.7; Vc quorum ag: -1.9; Mtb FBA inh: 4.1; GDH-TPI counter: 9.4; Rv3671c protease: 1.8; MazF activator: -8.9; UGM FP inh: -0.8

Other compounds:
SMILES	VHR inh abs	3CLpro inhibitor	PriA SSB inh	Mtb BioA inh	Vc quorum ag	Mtb FBA inh	GDH-TPI counter	Rv3671c protease	MazF activator	UGM FP inh
CC1CCCC(C)N1NC(=O)Cc1ccccc1 (centres undefined)	31.1	-1.4	-13.1	.	-0.2	1.2	2.2	1.8	-21.2	-0.1
CCN(CC(=O)Nc1ccc(C(C)=O)cc1)CC(=O)Nc1ccc2c(c1)OCCO2	.	.	-5.7	20.7	0.8	0.8	5.6	1.9	2.8	-2.6
CCN(CC)S(=O)(=O)c1ccc(C(=O)NNc2nc(-c3ccccc3)c3cc(Br)ccc3n2)cc1	5.7	-2.5	-5.5	.	1.7	-4.2	6.2	-5.1	2.5	-1.3
COc1ccc(C(=O)NC(=S)NNC(=O)c2ccc(NC(C)=O)cc2)cc1Br	1.9	3.1	-12.5	.	-0.8	-1.9	20.4	7.4	0.5	-0.8
Cn1cc(S(=O)(=O)NC2CCCCCC2)c(=O)n(C)c1=O	-9.5	-2.0	-7.1	-0.1	0.7	1.1	2.1	3.8	0.3	-1.9
CC(C)(C)c1nnc(SCC(=O)Nc2ccc(N3CCCCC3)cc2)n1N	.	.	12.1	0.0	-0.4	3.5	12.7	-2.8	-2.7	-0.3
COCCN=c1scc(-c2ccco2)n1/N=C/c1ccc(O)c(O)c1O	21.8	6.6	.	1.1	-0.2	-1.9	12.6	9.9	-20.3	3.2
O=C(Nc1ccccc1Cl)N1CCN(c2ccc3nnc(-c4ccc(F)cc4)n3n2)CC1	18.8	-0.1	-3.3	-3.0	i	1.7	9.6	0.0	24.4	3.0
Cc1ccc(C(=O)NCCNC(=O)c2cnccn2)cc1	8.5	0.6	-5.7	-0.4	i	1.2	-3.0	1.2	8.0	-1.4
CC(Oc1cc2oc(=O)c3c(c2cc1Cl)CCC3)C(=O)NCc1cccnc1 (centres undefined)	10.7	-2.2	-12.2	46.8*	i	25.1	5.7	-2.3	9.8	-3.0
CCN(CC)S(=O)(=O)c1ccc(C(=O)N2CCN=C2SC)cc1	-5.4	0.9	-3.7	1.1	-0.3	1.1	4.1	-0.4	5.2	-0.4
CN(C)C(=O)Nc1ccccc1CC[N+](=O)[O-]	21.9	-3.5	-5.8	0.4	i	6.5	2.9	-0.5	8.8	2.1
CC(=O)Nc1cccc(-c2ccnc3c2CC(C)(C(=O)NCC2CC2)O3)c1 (centres undefined)	.	.	.	-1.1	-0.3	2.9	1.8	.	.	.
COCc1[nH][nH]c(=O)c1C=Nc1ccc(C(F)(F)F)cc1	16.9	4.6	-1.5	.	2.4	3.3	3.6	2.9	-2.4	1.4
CCOc1ccc(Cn2ccnc2)cc1[N+](=O)[O-]	-6.7	-2.0	-7.2	.	-0.4	-1.1	12.2	-3.8	4.0	.
CC12CCC(=O)N1C(C(=O)Nc1nc(-c3ccccc3)cs1)CS2 (centres undefined)	.	.	-10.4	.	i	-0.1	2.8	-2.4	-8.0	-0.8
CCc1ccc2nc(Nc3ccc(OC)cc3OC)c(C#N)cc2c1	20.8	5.4	-31.6	.	0.0	2.8	5.0	1.6	-54.6	2.4
C#CCOCCOCCOCCNc1nc(N2CCN(C(=O)[C@H]([C@@H](C)CC)n3cc(CCCCN)nn3)CC2)nc(N2CCN(C(=O)[C@H]([C@@H](C)CC)n3cc(CCCN=C(N)N)nn3)CC2)n1	.	.	15.5	-0.1	i	-0.8	4.3	-10.9	15.3	2.1
N#CC1=C(N)NC(=S)C(C(N)=O)C1c1ccc([N+](=O)[O-])cc1 (centres undefined)	30.2	-1.3	-5.9	0.8	0.0	5.0	0.0	5.0	-1.4	1.8
CC(c1ccccc1)N1C(=O)C2C3C=CC(C4CC34)C2C1=O (centres undefined)	8.5	2.3	-21.1	.	-0.3	-0.4	-3.5	-6.2	-9.4	0.3
COc1ccc(C2/C(=C(\O)c3ccc4c(c3)OCCO4)C(=O)C(=O)N2Cc2ccco2)c(OC)c1 (centres undefined)	22.2	2.6	.	-1.6	-0.5	-6.4	11.4	-16.0	8.9	2.9
COc1ccc(C/C(C)=N\NC(=O)c2c[nH]c3ccccc23)cc1OC	17.2	-2.6	.	0.3	-0.3	0.4	5.6	7.3	9.0	0.3
COc1ccc(C(=O)Nc2nnc(-c3ccccc3)s2)cc1	3.6	3.2	8.0	0.0	-1.6	2.3	6.9	.	-16.9	0.2
Cc1cccc(NC(=O)CSCC(=O)N2CCN(C(=O)c3ccco3)CC2)c1	.	.	-6.2	0.1	i	-2.6	-6.3	-4.8	3.2	-0.7
O=C(COC(=O)c1cc(S(=O)(=O)N2CCOCC2)ccc1F)Nc1cc([N+](=O)[O-])ccc1F	.	.	8.1	1.6	i	-0.6	-1.7	1.8	10.8	2.6

No new results follow: entries from further up.
SMILES	VHR inh abs	3CLpro inhibitor	PriA SSB inh	Mtb BioA inh	Vc quorum ag	Mtb FBA inh	GDH-TPI counter	Rv3671c protease	MazF activator	UGM FP inh
O=S(=O)(Nc1ccccn1)c1cccc(S(=O)(=O)c2ccc(Br)cc2)c1	29.7	3.2	-1.4	-4.1	0.1	9.1	0.0	-2.1	-2.8	4.3
CC1SCC(NC(=O)c2ccc(Cl)cc2)CS1 (centres undefined)	12.5	-0.1	-4.2	0.4	i	1.2	-3.1	-0.3	4.7	-4.0
O=C(c1ccccc1)c1ccc(OCC(O)CNCc2ccc(F)cc2)cc1 (centres undefined)	15.5	0.5	-1.5	-0.7	10.0	0.8	6.9	.	-1.0	-5.1

(listing goes on)
SMILES	VHR inh abs	3CLpro inhibitor	PriA SSB inh	Mtb BioA inh	Vc quorum ag	Mtb FBA inh	GDH-TPI counter	Rv3671c protease	MazF activator	UGM FP inh
CC(=O)Nc1ccc(S(=O)(=O)N(Cc2cccnc2)Cc2cc3ccccc3[nH]c2=O)cc1	-8.2	-1.4	-17.2	24.0	5.6	1.7	3.5	-2.2	-8.3	-2.2
CCCCN(C(=O)CSc1nnc(-c2ccc(OC)cc2)n1CC)c1c(N)n(Cc2ccccc2)c(=O)[nH]c1=O	1.2	1.9	-2.0	.	1.6	0.3	3.7	6.7	2.8	-0.2
COc1ccc(NC(=S)N2CCC(NC(=O)c3ccco3)CC2)cc1	6.8	-1.6	-7.3	-2.7	-0.4	4.4	2.3	-3.1	-1.7	-0.8
Cc1nc(Cl)c(N=Cc2cccc([N+](=O)[O-])c2)c(Cl)n1	25.9	7.0	-14.5	.	-0.2	1.4	-2.2	-1.1	12.0	0.1
O=C(NCc1ccc(Cl)nc1)c1csc(COCCO)n1	.	.	.	-0.9	i	0.2	9.3	.	.	.
CC(C)C(NC(=O)CNC(=O)OC(C)(C)C)C(=O)NCc1ccccc1 (centres undefined)	15.4	-1.0	-1.4	0.5	i	0.7	3.7	3.9	-2.2	4.7
Cc1csc(NC(=O)C2CCCN(S(=O)(=O)c3cnc[nH]3)C2)n1 (centres undefined)	29.2	1.1	-2.5	-0.6	-0.5	-0.8	0.5	4.0	5.0	-1.2
CC(C)(C)C(=O)Nc1cccc(-c2nc3ccccc3c(=O)o2)c1	16.5	-7.4	-1.7	-0.1	i	3.5	4.2	-4.0	1.3	1.0
CC1CCOC(=O)C=CC=CC(=O)OC2CC3OC4C5OC5(C)C(O)CC4(COC(=O)C1O)C2(C)C31CO1 (centres undefined)	.	.	.	.	i	-3.3	6.9	.	7.9	.

Source: PubChem BioAssay
